Screening data: PubChem BioAssay, National Center for Advancing Translational Sciences (NCATS)
KDM5B inhibitor: Primary screen for KDM5B Histone Demethylases FDH-coupled qHTS. actives 2.6% (n = 220,000). Potency, µM (highest dose often 57.7 µM), without a hit: at the top dose activity change, negative = inhibition, usual class: inhibitors. KDM5B demethylase, FDH-coupled NADH fluorescence (FDH is formaldehyde dehydrogenase); active means well fitted inhibition curve with a large enough effect; inconclusive means small, poorly fitted or top-dose-only effect; inactive means no such curve, though single readings can be large or run the other way; further: 0% is about no effect; nearly all actives have a fitted effect of over 70% in size
Target sequence (Q9UGL1 whole entry, looked up): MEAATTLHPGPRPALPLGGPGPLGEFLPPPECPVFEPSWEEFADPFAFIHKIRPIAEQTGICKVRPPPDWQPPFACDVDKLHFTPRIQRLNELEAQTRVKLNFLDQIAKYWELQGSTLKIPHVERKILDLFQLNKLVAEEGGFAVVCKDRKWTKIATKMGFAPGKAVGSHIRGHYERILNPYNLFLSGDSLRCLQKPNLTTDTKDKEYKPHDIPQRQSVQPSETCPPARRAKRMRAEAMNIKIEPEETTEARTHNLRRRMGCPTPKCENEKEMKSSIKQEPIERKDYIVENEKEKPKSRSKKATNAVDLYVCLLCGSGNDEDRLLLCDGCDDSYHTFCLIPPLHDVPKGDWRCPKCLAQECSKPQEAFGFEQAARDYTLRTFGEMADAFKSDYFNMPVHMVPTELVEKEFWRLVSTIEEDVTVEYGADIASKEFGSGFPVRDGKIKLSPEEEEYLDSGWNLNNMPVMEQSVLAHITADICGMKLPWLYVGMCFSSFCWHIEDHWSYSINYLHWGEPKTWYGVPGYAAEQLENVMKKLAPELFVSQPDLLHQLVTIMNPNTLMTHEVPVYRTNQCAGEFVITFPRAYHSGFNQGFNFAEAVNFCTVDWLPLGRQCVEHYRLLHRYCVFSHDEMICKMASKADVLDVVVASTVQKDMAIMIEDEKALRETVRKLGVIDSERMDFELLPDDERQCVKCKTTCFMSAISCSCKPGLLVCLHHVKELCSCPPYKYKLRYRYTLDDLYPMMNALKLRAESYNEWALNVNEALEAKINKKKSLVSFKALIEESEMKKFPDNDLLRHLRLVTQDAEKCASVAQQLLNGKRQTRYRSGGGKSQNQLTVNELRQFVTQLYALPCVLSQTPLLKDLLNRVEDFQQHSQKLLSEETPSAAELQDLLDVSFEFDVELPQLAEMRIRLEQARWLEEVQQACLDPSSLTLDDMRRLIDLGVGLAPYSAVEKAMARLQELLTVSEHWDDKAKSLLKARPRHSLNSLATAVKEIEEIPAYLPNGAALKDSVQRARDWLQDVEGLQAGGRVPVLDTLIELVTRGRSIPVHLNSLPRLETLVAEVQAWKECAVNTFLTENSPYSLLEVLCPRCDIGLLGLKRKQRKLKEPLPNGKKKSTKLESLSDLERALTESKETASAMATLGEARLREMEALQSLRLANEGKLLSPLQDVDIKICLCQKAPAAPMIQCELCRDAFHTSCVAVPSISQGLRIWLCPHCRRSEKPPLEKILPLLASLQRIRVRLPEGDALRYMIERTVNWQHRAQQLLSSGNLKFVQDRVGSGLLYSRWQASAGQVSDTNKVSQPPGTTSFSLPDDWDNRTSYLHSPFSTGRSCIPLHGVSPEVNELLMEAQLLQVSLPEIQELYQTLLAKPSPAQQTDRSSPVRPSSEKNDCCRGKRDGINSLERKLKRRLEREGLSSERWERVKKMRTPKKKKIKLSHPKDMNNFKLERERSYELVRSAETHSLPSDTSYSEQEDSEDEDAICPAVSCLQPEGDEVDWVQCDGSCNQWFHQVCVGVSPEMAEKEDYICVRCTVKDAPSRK
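Here, H3K4me3 peptide (12.5 µM in substrate mix) is demethylated by KDM5BΔAP, 200 nM final, after 10 min compound exposure. Formaldehyde product is coupled through FDH (0.25 U/mL in mix) to NADH fluorescence; 30-min ΔRFU feeds dose-response curves.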
Numbers without * were called inactive; ? = inconclusive; [ ] = remark or other dose. Potency means the concentration at half of the fitted maximal effect.

SMILES	KDM5B inhibitor
O=C1NC[C@H]2CN(Cc3cccs3)CCN12	12%[115 µM]
COc1ccc(CCC(=O)N2[C@H]3CC[C@@H]2c2cnc(-c4ccc(F)cc4)nc2C3)cc1	30%
CC(C)Cn1nc(C(=O)NCC2(N3CCOCC3)CCCCC2)c2ccccc2c1=O	-17%
CCN(CC)C(=O)c1ccc(NC(=O)c2cc(-c3ccco3)nc3ccccc23)cc1	?
O=C1CCC2(CCNCC2)CCN1CC1CC1	2%
O=[S+]1([O-])NCC2(CCN(Cc3ccccn3)C2)Oc2ncccc21 (centres undefined)	26%[149 µM]
NC(=O)c1ccc(N2CC3CCC(C2)N3CC(F)(F)F)nn1	6%[149 µM]
O=C(c1ccncc1)N1C2CCC1CN(Cc1cccnc1)C2	4%[149 µM]
Cc1cc(C(F)(F)F)nn1CC(=O)N1[C@H]2CC[C@@H]1c1cnc(-c3ccc(F)cc3)nc1C2	-3%
CC(=NCCN1CCCCC1)c1c(O)n(-c2ccccc2)c(=O)[nH]c1=O	-4%
CN(C)C(=O)C1CN(Cc2cccnc2)CC12CCOCC2 (centres undefined)	7%
CN1CCN(C(=O)Cc2c[nH]c3ncc(-c4cccc(OC(F)(F)F)c4)cc23)CC1	35µM*
COc1cc2c(cc1OC1CCCC1)NC(=O)C21CCN(C(=O)c2cccc(O)c2)CC1	-14%[86.2 µM]
CC1(C)C(C(=O)N2CCCC(CNC(=O)c3ccc(F)cc3)C2)C1(C)C (centres undefined)	31%
COc1ccc2c(c1)C1(CCN(C(=O)Nc3ccc4c(c3)OCO4)C1)C(=O)N2C (centres undefined)	-8%
COc1ccc(CNCCc2ccc(Cl)cc2)cc1	?
Cc1ccccc1-c1ccc2n(c1=O)C[C@H]1C[C@@H]2CN(C(=O)c2ccc(F)cc2)C1	35µM*
CC(C)CCN1CC2(C1)C(=O)Nc1ccccc12	0%[230 µM]
Cc1ccc2[nH]c(C)c(C(O)CN3CCCCC3)c2c1 (centres undefined)	-26%
O=C(Cc1cccc(F)c1)N1CCN2CCS(=O)(=O)N(C3CC3)C(=O)C2C1 (centres undefined)	4%
CN1CCN2C(=O)N(C3CCOCC3)C[C@H]2C1	2%[115 µM]
C=CCNC(=O)NC[C@H]1C[C@@H]2CCN1C[C@@H]2c1cc(-c2ccco2)nc(C)n1	?
CCN(CC)C(=O)c1ccc2c(c1)C1C=CCC1C(C(=O)O)N2 (centres undefined)	?
CCn1nccc1C(=O)N1CCC2(CC1)c1nccn1-c1ccccc1CN2C	?
O=C(N1[C@H]2CC[C@@H]1c1cnc(-c3ccccc3)nc1C2)C1(c2ccccc2)CC1	-15%
CN1CCN(C(=O)Cc2c[nH]c3ncc(-c4ccccc4Oc4ccccc4)cc23)CC1	40µM*
O=C(c1ccc(F)cc1)N1C[C@@H]2C[C@H](C1)c1c(-c3cc4ccccc4s3)ccc(=O)n1C2	-5%
COCCNC(=O)[C@H]1CN2CC[C@H]1C[C@@H]2Cn1cc(CO)nn1	-15%[86.2 µM]
C[C@]12CCC3[C@@H](CCC4=CC(=O)CC[C@@]43CO)C1CCC2=O (some centres undefined)	24%
CN1CCN(CC(=O)Nc2ccc(Cl)cc2C(=O)c2ccccc2)CC1	6%
Cc1ncc2c(n1)C[C@@H]1CC[C@H]2N1C(=O)c1ccoc1	-12%
CCCNC(=O)N1[C@H]2CC[C@@H]1c1cnc(-c3ccccc3)nc1C2	-6%
O=C(O)COCC(=O)N1C[C@@H]2C[C@H](C1)c1c(-c3ccc4ccccc4c3)ccc(=O)n1C2	?
Cc1ccc(-n2c(/C=C/c3ccc(Br)s3)nc3ccccc3c2=O)cc1C	-6%
C=CCn1c(O)c(/C=C2\C=Nc3ccccc32)c(=O)[nH]c1=O	8%
O=C([C@H]1CN2CCC1C[C@@H]2Cn1cc(-c2ccccn2)nn1)N1CCOCC1 (some centres undefined)	?
CCOc1ccccc1NC(=O)c1cccn(Cc2ccccc2C)c1=O	-3%
COc1ccc(NC(=O)CN2C(=O)CN=C(c3ccccc3)c3ccccc32)c(OC)c1	-24%
Cc1noc(C)c1COc1ccc(CC(=O)N2CCN(CC(=O)N3CCCCC3)CC2)cc1	2%
Cc1cc(C(=O)NCc2c(C)ncc3c2CCNC3)n[nH]1	-12%
COc1ccc(-c2cc([C@H]3CN4CC[C@H]3C[C@@H]4CNS(=O)(=O)Cc3ccccc3)n(C)n2)cc1OC	-10%
O=c1c2ccccc2nc(/C=C/c2ccccc2)n1-c1ccccc1O	-11%
COc1ccc2c(c1)c(C(=O)NC(C)C(C)C)c(C)n2C1CC1 (centres undefined)	7%
CC[C@H]1CN2CC[C@H]1C[C@@H]2CNS(=O)(=O)c1ccc(OC)cc1	-2%[86.2 µM]
CNC(=O)C1CCN(C(=O)c2cn(Cc3ccccc3)c3ccccc23)CC1	13%
CC(C)N1CCN(Cc2c[nH]c3ccccc23)CC1	?
CCOc1ccc(N2C(=O)NC(=O)/C(=C\c3ccccc3[N+](=O)[O-])C2=O)cc1	?
CCCS(=O)(=O)Nc1ccc2n(c1=O)C[C@H]1C[C@@H]2CN(C(=O)Nc2ccc(OC)cc2)C1	0%

In a second layout: results already given.
SMILES: Cc1cc(C(=O)NCc2c(C)ncc3c2CCNC3)n[nH]1
  KDM5B inhibitor: -12%

SMILES: CCOc1ccccc1NC(=O)c1cccn(Cc2ccccc2C)c1=O
  KDM5B inhibitor: -3%

SMILES: COc1ccc(-c2cc([C@H]3CN4CC[C@H]3C[C@@H]4CNS(=O)(=O)Cc3ccccc3)n(C)n2)cc1OC
  KDM5B inhibitor: -10%

SMILES: CC[C@H]1CN2CC[C@H]1C[C@@H]2CNS(=O)(=O)c1ccc(OC)cc1
  KDM5B inhibitor: -2%[86.2 µM]

Carrying on.
SMILES	KDM5B inhibitor
COc1ccc(C)cc1NC(=O)c1cccn(Cc2ccccc2Cl)c1=O	-1%
O=C(O)COc1ccccc1/C=C1\C(=O)NC(=O)N(CCC2=CCCCC2)C1=O	?
CN(C)C(=O)Oc1ccc2c(=O)c(-c3ccc(Br)cc3)c(C(F)(F)F)oc2c1	3%
Cn1c(=O)n(C)c2cc(CNCCc3ccccc3)ccc21	5%
CCOC(=O)c1c(C)n(C2CCCCCC2)c2ccc(O)cc12	-26%
CCOP(=S)(OCC)Oc1cc(C)oc(=O)c1Cl	?
CC(=NCCCO)c1c(O)[nH]c(=O)[nH]c1=O	-1%
COc1cc2c(cc1Oc1ccccc1)NC(=O)C21CCN(C(=O)c2cnccn2)CC1	-9%[86.2 µM]
CC[C@H]1CN2CC[C@H]1C[C@@H]2CNCc1cccs1	23%[115 µM]
O=C1NC(=O)C(=Cc2ccc(-c3ccccc3[N+](=O)[O-])o2)C(=O)N1	?
O=C(c1cn(Cc2ccccc2)c2ccccc12)N1CCC(C(=O)N2CCCCC2)CC1	-1%
CN(C)c1ccc(-c2ccc(N(C)C)cc2)cc1	-4%
CCC1CN(C)CCC1(OC(=O)c1ccccc1)c1ccccc1 (centres undefined)	-1%
COc1ccc(-c2cc([C@H]3CN4CC[C@H]3C[C@@H]4COC(=O)Nc3ccc(C(C)C)cc3)n(C)n2)cc1OC	2%
O=C(Nc1ccccc1)Nc1ccc2n(c1=O)C[C@H]1C[C@@H]2CN(C(=O)c2cccs2)C1	?
CCCNC(=O)OC[C@H]1C[C@@H]2CCN1C[C@@H]2c1cc(-c2ccc(F)cc2)nn1C	-23%[86.2 µM]
CC(=O)Nc1ccc(NC(=O)C(C)OC(=O)c2cn(C)c3ccccc23)cc1 (centres undefined)	5%
O=C(Nc1ccc(Br)cc1C(=O)c1ccccc1)c1ccccc1	-5%
CN(C)C(=O)[C@H]1CN2CCC1C[C@@H]2Cn1cc(CSc2ccccc2)nn1 (some centres undefined)	2%[86.2 µM]
CC(C)CCN1CCC2(CNS(=O)(=O)c3cccnc3O2)C1 (centres undefined)	-12%[149 µM]
O=C(O)c1cn(C2CCCCCC2)nn1	-19%
COc1ccc(NC(=O)N2[C@H]3CC[C@@H]2c2cnc(-c4ccccc4)nc2C3)cc1OC	-11%
CC[C@H]1CN2CC[C@H]1C[C@@H]2CNCc1ccc(OC)cc1	156%[activator][115 µM]
Cc1ccc(-n2c(/C=C/c3ccccc3)nc3ccccc3c2=O)cc1C	-1%
FC(F)(F)c1cccc(-n2nnnc2C2(N3CCCCC3)CCCCC2)c1	2%
COc1ccccc1NC(=O)N1C[C@@H]2C[C@H](C1)c1c(C3CCCCC3)ccc(=O)n1C2	-9%[86.2 µM]
COc1cc2c(cc1Oc1ccccc1)NC(=O)C21CCN(c2ccnc(C)n2)CC1	-14%[86.2 µM]
CN(C)Cc1ccccc1-c1ccc2n(c1=O)C[C@H]1C[C@@H]2CN(C(=O)C2CCCCC2)C1	35µM*
COc1ccc2c(c1)C1(CCN(C(=O)NC3CCCCC3)C1)C(=O)N2 (centres undefined)	-18%
O=c1c2ccccc2[se]c2ccccc12	6%
Cc1nc(-c2cccs2)cc([C@H]2CN3CC[C@H]2C[C@@H]3COC(=O)Nc2cccc(C(F)(F)F)c2)n1	?
CN1CCNc2cc(Nc3ccc(F)cc3)ncc2C1	?
COc1ccc(NC(=O)NC[C@H]2C[C@@H]3CCN2C[C@@H]3c2cc(C3CCCC3)nn2C)cc1	-10%
FC(F)(F)CN1C2CCC1CN(c1ncc(Br)cn1)C2	12%[115 µM]
CC1=C(C(=O)c2ccccc2)C2(C(=O)Nc3ccc(Br)cc32)C(C(=O)OCc2ccccc2)=C(N)O1 (centres undefined)	-3%
COc1cc(CN2CCN(C(=O)COc3ccccc3)CC2)cc(OC)c1O	-25%
CCCC1=Nc2cc(C(=O)NC3CCC(C)CC3)ccc2Sc2ccccc21 (centres undefined)	21%
COc1ccc(OC)c(CN2CCCC(C(=O)c3sccc3C)C2)c1 (centres undefined)	-14%
COc1cc2c(cc1Oc1ccccc1)NC(=O)C21CCN(c2nc(C)cnc2C)CC1	32µM*
O=[S+]1([O-])NC2(CCN(CC3CC3)C2)COc2ccncc21 (centres undefined)	-6%[149 µM]
Cc1sc2c(c1C)C(c1ccc(F)cc1)=NCC(=O)N2CC(=O)Nc1ccccc1	4%
COc1cc(CN2CCN(C(=O)COc3ccc4ccccc4c3)CC2)cc(OC)c1O	?
O=C1Nc2ccccc2C12CCN(Cc1cncs1)CC2	2%[149 µM]
COC(=O)c1nc(-c2ccc3c(n2)C(=O)C(N)=C(OC)C3=O)c(N)c(-c2ccc(OC)c(OC)c2O)c1C	?
COc1cc(C=O)cc2c1OCO2	-4%
C=CCn1c(O)c(/C(C)=N/N2CCN(C)CC2)c(=O)[nH]c1=O	-9%
O=[S+]1([O-])NCC2(CCN(Cc3ccccc3)C2)Oc2ncccc21 (centres undefined)	-19%[149 µM]
Cc1cc(CN2CCC3(C2)NC(=O)c2ccccc2O3)no1 (centres undefined)	-19%[86.2 µM]
COc1ccc(C(=O)NC[C@H]2C[C@@H]3CCN2C[C@@H]3c2cc(-c3ccccc3Br)nc(C)n2)cc1	3%
CN(CCc1ccccn1)C[C@H]1CN2CC[C@H]1C[C@@H]2CNC(=O)c1ccc(C(F)(F)F)cc1	7%
C#C[C@H]1CN2CC[C@H]1C[C@@H]2CNC(=O)CCCC(=O)O	-11%[115 µM]
Cc1nc(-c2ccco2)cc([C@H]2CN3CC[C@H]2C[C@@H]3CNCc2ccccc2)n1	13%[86.2 µM]
c1cncc(-c2ccc3n2Cc2cnnn2-c2ccccc2-3)c1	?
CC1CCN(CC2CCCCCN2C(=O)Cc2ccccc2)CC1 (centres undefined)	-10%
COc1cc(OC)c([C@H]2C=C(C)[C@H]3C[C@@H]2C3(C)C)c(OC)c1	2%
CCC(=Nc1ccccc1N)c1c(O)[nH]c(=O)[nH]c1=O	-40%
COc1ccc(-n2c(O)c(/C(C)=N/Nc3ccccc3)c(=O)[nH]c2=O)cc1	11%
FC(F)(F)CN1C2CCC1CN(c1ncc(C(F)(F)F)cn1)C2	3%[115 µM]
Cc1ncc2c(n1)C[C@@H]1CC[C@H]2N1C(=O)Nc1ccc2c(c1)OCCO2	-11%
CCN(CC)C(=O)c1ccc(NC(=O)COC(=O)c2ccc(Cl)s2)cc1	9%

Of the compounds above, 5 contain a furan ring, fused or not.
SMILES	KDM5B inhibitor
CCN(CC)C(=O)c1ccc(NC(=O)c2cc(-c3ccco3)nc3ccccc23)cc1	?
C=CCNC(=O)NC[C@H]1C[C@@H]2CCN1C[C@@H]2c1cc(-c2ccco2)nc(C)n1	?
Cc1ncc2c(n1)C[C@@H]1CC[C@H]2N1C(=O)c1ccoc1	-12%
O=C1NC(=O)C(=Cc2ccc(-c3ccccc3[N+](=O)[O-])o2)C(=O)N1	?
Cc1nc(-c2ccco2)cc([C@H]2CN3CC[C@H]2C[C@@H]3CNCc2ccccc2)n1	13%[86.2 µM]

More entries:
SMILES	KDM5B inhibitor
COC1CC(OC2CCC3(C=O)[C@H]4CCC5(C)C(C6=CC(=O)OC6)CCC5(O)[C@@H]4CCC3(O)C2)OC(C)C1O (some centres undefined)	24%
CC(C)NC(=O)[C@H]1CN2CC[C@H]1C[C@@H]2Cn1cc(COc2ccccc2)nn1	31%[86.2 µM]
C=CCn1c(O)c(C=NCCCn2ccnc2)c(=O)[nH]c1=O	17%
Cn1cccc1CN1CCCC2(CC(c3ccccn3)=NO2)C1 (centres undefined)	-5%[86.2 µM]

This is a subset; the hit share may differ from the screen's.
